Source: PubChem
LMNA splice mod = changes lamin A minigene splicing in HeLa cells. 0.01% of 200,000 active. Potency, µM (titrated, usually from 46.1 µM), for inactives: at the top dose ratio change, negative = inhibition, actives largely listed as inhibitors. AID 1487. HeLa LMNA splicing GFP/RFP minigene ratio, 48 h; active means well fitted inhibition curve with a large enough effect in the signal ratio, with a control signal flat, not every such curve was filed as active; inconclusive means small, poorly fitted or top-dose-only effect, or effect the other way, or a change in a side signal; the % refers to the signal ratio; further: potency means the concentration at half of the fitted maximal effect; on the % scale 0 is the no-effect control and ±100 the full control effect
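S3 HeLa stable clones carrying a lamin A-EGFP splicing minigene plus DsRed2 were seeded at 600 cells/well in Opti-MEM with 2% FBS, pin-dosed and incubated 48 h at 37°C. Acumen cytometry (488 nm) gave the GFP/RFP total-intensity ratio.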
SMN2 splice enh = SMN2 splice variant enhancement; HEK293 SMN2-luciferase splicing reporter, luminescence, 30-36 h; Potency, µM (top dose mostly 46.1 µM), without a hit: at the highest dose activity change, positive = activation, hits mostly activators; 2.8% of 210,000 active; AID 1458; further: potency means the concentration at half of the fitted maximal effect; % of control where 0% means no effect; nearly all actives have a fitted effect of over 55% in size
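HEK293 cells carry an SMN2 […]–luciferase reporter in which exon 7 inclusion puts luciferase in frame. Cells were plated 10-12 h before compound addition, then incubated 30-36 h at 37C. ONE-Glo luminescence was read; sodium butyrate at 4.5 mM final served as control.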
CBFb RUNX1 block = inhibitors of human CBF-beta and RUNX1 interaction; Q01196+Q13951; AlphaScreen CBFb-His/RUNX1-biotin binding, biochemical; Potency, µM (highest dose often 59.8 µM), without a hit: at the top dose activity, negative = inhibition, hits mostly inhibitors; 230,000 tested, under 10 active; AID 1477; further: % of control where 0% means no effect
Target sequence (Q01196 whole entry, looked up): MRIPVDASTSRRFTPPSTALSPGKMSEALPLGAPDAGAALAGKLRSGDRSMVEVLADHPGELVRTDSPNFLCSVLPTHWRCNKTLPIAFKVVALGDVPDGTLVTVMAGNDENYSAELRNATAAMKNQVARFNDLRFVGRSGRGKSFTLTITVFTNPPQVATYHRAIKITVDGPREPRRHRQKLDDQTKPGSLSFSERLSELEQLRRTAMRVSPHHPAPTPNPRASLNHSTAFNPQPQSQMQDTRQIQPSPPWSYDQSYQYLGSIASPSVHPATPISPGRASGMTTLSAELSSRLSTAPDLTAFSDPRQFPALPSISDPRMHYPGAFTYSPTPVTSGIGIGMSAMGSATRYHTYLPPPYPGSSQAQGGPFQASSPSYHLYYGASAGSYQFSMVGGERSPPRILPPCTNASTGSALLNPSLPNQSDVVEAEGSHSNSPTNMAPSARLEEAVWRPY
Target sequence (Q13951 whole entry, looked up): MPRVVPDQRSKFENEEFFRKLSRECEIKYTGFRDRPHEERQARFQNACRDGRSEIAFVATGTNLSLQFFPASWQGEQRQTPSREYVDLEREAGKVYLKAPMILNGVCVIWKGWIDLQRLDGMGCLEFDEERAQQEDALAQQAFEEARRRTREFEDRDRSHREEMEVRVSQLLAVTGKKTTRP
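Inhibition was taken as any reduction in AlphaScreen signal from the CBF-beta–RUNX1 pair (His and biotin tags, 30 nM each), measured after compound (15 min) and bead (90 min) incubations at room temperature.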
HTT aggregate = inhibitors of mutant huntingtin aggregate formation in PC12 cells; PC12 HttQ103-GFP aggregates, Acumen cytometry, 40 h; Potency, µM (doses to about 46.1 µM), for the others: at the highest dose activity change, negative = inhibition, most hits filed as inhibitors; 1.1% of 220,000 active; further: potency means the concentration at half of the fitted maximal effect; on the % scale 0 is the no-effect control and ±100 the full control effect; nearly all actives have a fitted effect of over 60% in size
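Quantitative HTS on tebufenozide-induced (100 nM) PC12 cells stably expressing polyQ103 Huntingtin exon 1–GFP. Reduction of bright GFP aggregates, detected by laser scanning cytometry after lysis, identified actives across the titration.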
IMPase Li inh = cell-permeable IMPase inhibitors with lithium potentiation; CHO-M1 cells, IP1 TR-FRET (IP-One), carbachol + lithium; Potency, µM (doses to about 59.4 µM), for the others: at the highest dose activity, negative = IMPase inhibition, most hits filed as inhibitors; 0.35% of 210,000 active;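 further: IP1 builds up when IMPase is blocked and the TR-FRET signal falls; potency means the concentration at half of the fitted maximal effect; plate controls were basal vehicle for no effect and high inhibitor control for full effect; nearly all actives have a fitted effect of over 50% in size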
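IP1 accumulation measured by competitive TR-FRET in lysed CHO-M1 cells after 30 min compound exposure at 37C, with a small lithium addition to potentiate weak responses. Hill-equation AC50 from ratio and donor-channel data.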
HTT cytoprotect = protects HTT-Q103 PC12 cells, measured by ATP; PC12 HTT-Q103 induced, cytoprotection, ATP luminescence, 40 h; Potency, µM (titrated, usually from 56.4 µM), inactives show cytoprotection (ATP increase), usual class: activators; 0.14% of 230,000 active;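 further: potency means the concentration at half of the fitted maximal effect; % of control where 0% means no effect; nearly all actives have a fitted effect of over 45% in size; toxic huntingtin expression switched on by the ecdysone agonist tebufenozide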
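Cells were plated at 1500 per well in phenol red-free DMEM with 5% equine and 5% calf serum. Tebufenozide (100 nM final) and compounds were added, then ATPlite reagent, and luminescence was read.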
KinaseGlo FLuc = Kinase-Glo luciferase inhibition (counter-screen); Kinase-Glo luciferase, ATP luminescence, 8 min; AID 1379; Potency, µM (top dose mostly 38.3 µM), inactives show at the highest dose activity change, negative = inhibition, hits mostly inhibitors; 0.28% of 200,000 active; further: potency means the concentration at half of the fitted maximal effect; on the % scale 0 is the no-effect control and ±100 the full control effect; nearly all actives have a fitted effect of over 60% in size
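Inhibition of Kinase-Glo luciferase light generation was assessed at 10 uM ATP in pH 7.2 imidazole buffer, with luminescence measured after eight minutes at ambient temperature.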
* = called active by the depositor; ? = inconclusive; nt = no result given; [ ] = another dose, or the depositor's remark. Unless noted, the call rests on the fitted dose curve; in most records, active means well fitted curve in the direction sought with a large enough effect; inconclusive means small, poorly fitted or top-dose-only effect, or another doubt; inactive means no such curve, though single readings can be large; an effect the other way counts as inactive or inconclusive.

SMILES,KinaseGlo FLuc,SMN2 splice enh,CBFb RUNX1 block,IMPase Li inh,HTT aggregate,LMNA splice mod,HTT cytoprotect
COc1cc(CCN2C(=O)c3cccc4cccc(c34)C2=O)c(S(=O)(=O)NCCO)cc1OC,nt,nt,-2%,nt,27%,-26%,-18%[10 µM]
Cc1cc2nc(SCC(=O)N(C)C)c3c(c2cc1C)CCCC3,-1%,-9%,-5%,9%[38.3 µM],-6%,?,-22%
CC(C)CNC(=O)COC(=O)CCC(=O)c1ccc(Cl)cc1,-3%,-13%,12%,5%,18%,-8%[46 µM],-18%
Cc1nc2ccc(-n3ccc(=O)cc3)cc2s1,2%,0%,1%,3%[38.3 µM],31%,5%,16%
CCCS(=O)(=O)N1CCCC(c2nc(-c3cccc(OC)c3)no2)C1 (configuration not stated),-1%,7%,6%,-15%[38.3 µM],6%,-1%,-12%[10 µM]
Cc1oncc1-c1cn2ccccc2n1,-3%,7%,2%,28%[38.3 µM],-13%,2%,11%
Cc1ccccc1NC(=O)CSC1=C(C#N)C(c2ccsc2)CC(=O)N1 (configuration not stated),-4%,?,-2%,21%[38.3 µM],4%,-28%,0%
COc1ccc(C(=O)Nc2ccc(CN3CCCCC3)cc2)cc1,1%,7%,4%,14%,10%,8%[46 µM],-14%
CCOC(=O)C1CCN(C(=O)c2cnn3c(C)cc(C)nc23)CC1,1%,-2%,-1%,7%[38.3 µM],0%,6%,1%
Cc1ccc(CSc2nc3nc(C)cc(C)c3c(=O)[nH]2)cc1,1%,0%,10%,0%,-11%,-18%[46 µM],-81%[inhibitor]
CC(C)OC(=O)CSc1nnc(-c2ccco2)n1N,2%,11%,2%,17%[38.3 µM],-3%,-1%,-6%
Cc1ccc(C(=O)NCc2ccccn2)o1,2%,-5%,1%,-10%,-8%,6%,-3%[10 µM]
Cn1nc(C(=O)Nc2cccc(C(F)(F)F)c2)c2ccccc2c1=O,-1%,1%,5%,2%[38.3 µM],-9%,23%,-31%
COc1cc(/C=C/C(=O)N(Cc2ccccc2)c2ccccn2)cc(OC)c1OC,1%,43%,1%,-1%,17%,-3%,13%[10 µM]
CC(C)(C)c1ccc(/C=C/C(=O)NC2=NCCS2)cc1,-4%,?,1%,10%[38.3 µM],-11%,-3%,-61%[inhibitor]
CC(=O)Nc1nonc1-c1nc2ccccc2n1CCC#N,-7%,0%,1%,4%[38.3 µM],-5%,-3%,-2%[10 µM]
Cn1c(=O)c(N)c2c3c(c(Br)ccc31)C(=O)c1ccccc1-2,nt,nt,?,nt,-13%[9.22 µM],nt,-6%[10 µM]
Cc1ccccc1NS(=O)(=O)c1ccc(OCC(=O)NCc2cccnc2)cc1,-2%,2%,3%,3%,10%,?,7%[10 µM]
O=C(COC(=O)c1cc([N+](=O)[O-])ccc1NCc1ccccc1)NC1CCCCC1,0%,-3%,0%,5%,-13%,-8%,14%[10 µM]
CCOC(=O)c1cc2c(nc1N)CC(C)(C)OC2,1%,-2%,2%,0%,-5%,-8%,-14%[1.9 µM]
COC(=O)[C@H](Cc1ccccc1)NC(=O)N1CC(C)OC(C)C1 (some centres not stated),8%,-13%,10%,-17%[38.3 µM],-11%,-4%,-18%[0.074 µM]
Cc1cc(C(=O)N2CCCc3ccccc32)no1,0%,-7%,11%,25%[38.3 µM],-10%,-7%,-1%[10 µM]
CC(=O)c1c(C)[nH]c(-c2ccccc2)nc1=S,nt,nt,5%,nt,4%[9.22 µM],nt,-8%[10 µM]
CCc1nc(NCc2ccc3c(c2)OCO3)c2oc3ccccc3c2n1,-4%,-14%,1%,15%[38.3 µM],?,25%,-8%
CN(C)/C=C/C(=O)Oc1ccc(Cl)cc1Cl,-1%,2%,-1%,2%,0%,nt,8%[10 µM]

Given with values under each structure: 9 of the compounds above.
Results follow in this order: KinaseGlo FLuc | SMN2 splice enh | CBFb RUNX1 block | IMPase Li inh | HTT aggregate | LMNA splice mod | HTT cytoprotect
COc1cc(CCN2C(=O)c3cccc4cccc(c34)C2=O)c(S(=O)(=O)NCCO)cc1OC
  nt | nt | -2% | nt | 27% | -26% | -18%[10 µM]
Cc1cc2nc(SCC(=O)N(C)C)c3c(c2cc1C)CCCC3
  -1% | -9% | -5% | 9%[38.3 µM] | -6% | ? | -22%
CC(C)CNC(=O)COC(=O)CCC(=O)c1ccc(Cl)cc1
  -3% | -13% | 12% | 5% | 18% | -8%[46 µM] | -18%
Cc1nc2ccc(-n3ccc(=O)cc3)cc2s1
  2% | 0% | 1% | 3%[38.3 µM] | 31% | 5% | 16%
CCCS(=O)(=O)N1CCCC(c2nc(-c3cccc(OC)c3)no2)C1 (configuration not stated)
  -1% | 7% | 6% | -15%[38.3 µM] | 6% | -1% | -12%[10 µM]
Cc1oncc1-c1cn2ccccc2n1
  -3% | 7% | 2% | 28%[38.3 µM] | -13% | 2% | 11%
Cc1ccccc1NC(=O)CSC1=C(C#N)C(c2ccsc2)CC(=O)N1 (configuration not stated)
  -4% | ? | -2% | 21%[38.3 µM] | 4% | -28% | 0%
COc1ccc(C(=O)Nc2ccc(CN3CCCCC3)cc2)cc1
  1% | 7% | 4% | 14% | 10% | 8%[46 µM] | -14%
CCOC(=O)C1CCN(C(=O)c2cnn3c(C)cc(C)nc23)CC1
  1% | -2% | -1% | 7%[38.3 µM] | 0% | 6% | 1%

Further structures
SMILES,KinaseGlo FLuc,SMN2 splice enh,CBFb RUNX1 block,IMPase Li inh,HTT aggregate,LMNA splice mod,HTT cytoprotect
CSc1nc2ccc(NS(=O)(=O)c3ccc(Cl)s3)cc2s1,-5%,2%,3%,-11%[38.3 µM],?,?,-32%
COc1ccc(OCCNC(=O)C(c2ccccc2)c2ccccc2)cc1,-1%,-22%,-5%,18%[38.3 µM],-22%,1%,-5%
COc1cc(NC(=O)COc2ccccc2[N+](=O)[O-])ccc1NC(=O)c1cccs1,-1%,2%,-3%,5%,13%[9.22 µM],nt,-6%[10 µM]
CC(C)CC(=O)NC(c1ccccc1Cl)c1c(O)ccc2ccccc12 (configuration not stated),-1%,11%,-9%,8%,?,?,20%[10 µM]
Cc1cccc(C)c1OC(=O)CSc1nnc(-c2ccccc2O)o1,-4%,-6%,5%,31%[activator][38.3 µM],-13%,6%,-3%
N#Cc1cnc2ncnn2c1-c1ccccc1,4%,13%,3%,-1%,-17%,-9%,nt
O=C1C=C(NCc2ccncc2)CC(c2ccccc2)C1 (configuration not stated),14%,-8%,2%,-3%[38.3 µM],11%,-6%,4%
Cc1cc(/C=N/NC(=O)c2ccccn2)c(C)n1-c1cccc([N+](=O)[O-])c1,-2%,-5%,?,4%,4%,14%[9.22 µM],-94%[inhibitor]
CCOc1ncccc1C(=O)Nc1ccc(Cl)cc1,3%,0%,13%,12%[38.3 µM],-19%,19%,13%[10 µM]
C=CCNC(=O)/C(=C\c1ccc(Br)cc1)NC(=O)c1ccccc1OC,0%,-13%,4%,3%,-11%[9.22 µM],-3%[46 µM],-26%
Cc1cc(N2CCCC2)nc2ccc(NC(=S)NC(C)C)cc12,2%,-7%,-3%,11%,-15%,nt,-62%[inhibitor]
COc1ccc(/C=N/NC(=O)c2ccc(Br)o2)cc1Cn1cc([N+](=O)[O-])cn1,-9%,6%,2%,2%,-10%,3%,-4%[10 µM]
COc1ccc(NC(=O)CSc2nc(N)c(C#N)cc2C#N)cc1,-2%,-18%,3%,4%[38.3 µM],19%,-4%,-13%
N#Cc1c2n(c3c(=O)n(Cc4ccc(Cl)cc4)cnc13)CCCCC2,0%,25%,7%,12%[38.3 µM],14%,17%,18%
COc1ccc(N2CCN(CCCNC(=O)C3CCCN(S(=O)(=O)c4cnc[nH]4)C3)CC2)cc1 (configuration not stated),-1%,-5%,3%,27%[38.3 µM],-7%,-11%,-2%
CC1(C)Cc2c(C#N)c(N3CCN(C(=O)c4ccco4)CC3)nc(-c3ccco3)c2CS1,3%,3%,4%,-2%,24%,0%,25%[10 µM]
CCOC(=O)C1=C(C)NC2=C(C(=O)CCC2)C1c1ccsc1 (configuration not stated),-1%,-7%,0%,-13%[38.3 µM],3%,1%,-10%
CCOc1cc(CO)c(Br)cc1OCC(=O)O,-1%,15%,13%,15%[38.3 µM],-7%,10%,-8%
COc1ccc2c(c1)CCc1c(C(=O)N3CC4(C)CC3CC(C)(C)C4)noc1-2 (configuration not stated),-1%,-17%,12%,3%[38.3 µM],?,?,9%[10 µM]
COc1cccc2c(=O)n(CC(=O)N3CCCCCC3)ccc12,2%,-18%,0%,-5%[38.3 µM],-3%,2%,-30%
CCOC(=O)c1sc(N)nc1-c1ccccc1,0%,-23%,0%,4%,-34%,2%,2%[10 µM]
CC1(C)CC(CNCCC(c2ccc(F)cc2)c2ccco2)CCO1 (configuration not stated),nt,nt,18%,nt,-26%[9.22 µM],-17%[46 µM],14%[10 µM]
C=CCN(CC=C)C(=S)NC(=O)/C=C/c1ccccc1,9%,3%,0%,3%,17%,2%,nt
Cc1ccc(Nc2cc(C)nc3nc(C)nn23)c(C)c1,0%,1%,-1%[2.36 µM],-5%,2%,-2%,-10%
COC(=O)c1cc(NC(=O)CCc2c(C)nc3ncnn3c2C)cc(C(=O)OC)c1,1%,13%,2%,-3%[38.3 µM],-2%,?,-8%
Nc1nc(SCC(=O)OCc2ccccc2)[nH]c(=O)c1NC(=O)c1ccco1,-6%,-2%,-3%,18%[38.3 µM],?,-5%,6%
